From PubChem
TCR activator: Activators of T cell receptors: qHTS campaign. 330,000 tested, under 10 active. Potency, µM (doses to about 9.22 µM), inactives show top-dose activation of IL-2 secretion, most hits filed as activators. AID 504894, 2011. primary human leukocytes, anti-CD3, IL-2 HTRF, 48 h; note: % of control where 0% means no effect
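1) Mix primary human leukocytes, a-CD3 beads and compound. 2) Incubate 48 hr. 3) Add HTRF IL-2 reagents (a-IL-2-K, a-IL-2-d2).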
S-ASM inh: Inhibitors of Secretory Acid Sphingomyelinase (S-ASM): qHTS; Sphingomyelin phosphodiesterase (Homo sapiens), P17405; placental ASM, HMU-PC fluorogenic substrate, 60 min; Potency, µM (highest dose often 57.5 µM), inactives show top-dose activity change, negative = inhibition, most hits filed as inhibitors; 340,000 tested, 0.006% active; note: potency is the fitted concentration of half-maximal effect
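qHTS format. ASM enzyme prepared from human placenta hydrolyses the fluorogenic substrate HMU-PC0 (9 uM final) over 60 min at 37 °C after a 10 min compound preincubation.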
Integrin act MD: qHTS for Activators of Integrin-Mediated Alleviation for Muscular Dystrophy | alpha7betagal myoblasts, beta-gal FDG fluorescence, 48 h | Potency, µM (titrated, usually from 38.3 µM), without a hit: top-dose activation, usual class: activators | 350,000 tested, 0.064% active | AID 624291, 2012;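 note: potency is the fitted concentration of half-maximal effect; 100% = response of the positive control SU9516; nearly all actives have a fitted effect of over 60% in size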
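alpha7betagal+/- myoblasts (passage 13, 250/well) treated 48 h at 37C with compounds at 1:260 dilution of DMSO stock. Lysed, then beta-galactosidase activity read as FDG fluorescence (ex 480/em 540) after 30 min, with pre-read for autofluorescence.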
Mito fusion act: qHTS Assay for Small Molecule Inhibitors of Mitochondrial Division or Activators of Mitochondrial Fusion | S. cerevisiae fusion-defective mutant growth rescue, CellTiterGlo 48 h | Potency, µM (highest dose often 46.1 µM), for the others: at the top dose growth rescue (activation), most hits filed as activators | 320,000 tested, 0.23% active | AID 485298, 2010;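 note: potency is the fitted concentration of half-maximal effect; % of control where 0% means no effect; nearly all actives have a fitted effect of over 45% in size; temperature-sensitive fusion mutants such as fzo1-1 at 37 °C on non-fermentable ethanol glycerol medium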
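Compounds are tested for their ability to restore growth of mitochondrial fusion-defective yeast strains at non-permissive 37C in YPEG medium over 48 hours. Viability is quantified by luciferase luminescence.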
Eya2 phos inh: qHTS Assay for Inhibitors of the Phosphatase Activity of Eya2; Protein phosphatase EYA2 (Homo sapiens), O00167; recombinant Eya2, OMFP fluorescence dephosphorylation (OMFP is methylfluorescein phosphate); Potency, µM (titrated, usually from 76.9 µM), for inactives: at the top dose activity, negative = inhibition, hits mostly inhibitors; 330,000 tested, 0.006% active; note: potency is the fitted concentration of half-maximal effect; % is set by controls: 0 for no effect and ±100 for the full control effect
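Eya2 (0.2 uM) preincubated 10 min at ambient with compound, then OMFP substrate added at 50 uM; 10 min reaction in 50 mM HEPES pH 7.5, 50 mM NaCl, 5 uM MgCl2, 0.05% BSA, 1 mM DTT. Fluorescence read at Ex 485/Em 525 nm.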
ELG1 repair inh: qHTS screen for small molecules that inhibit ELG1-dependent DNA repair in human embryonic kidney (HEK293T) cells expressing luciferase-tagged ELG1. HEK293T ELG1-luciferase reporter, luminescence, 16 h; DNA damage induced by 5-fluorouridine. Potency, µM (top dose mostly 46.1 µM), inactives show top-dose activity change, negative = inhibition, most hits filed as inhibitors. 330,000 tested, 2.3% active; note: potency is the fitted concentration of half-maximal effect; % is set by controls: 0 for no effect and ±100 for the full control effect; nearly all actives have a fitted effect of over 55% in size
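Quantitative HTS, concentration-response format. 2,000 cells/well co-treated with 5-fluorouridine and compound, 16 hr in 5% CO2 at 37 °C; ONE-Glo luminescence read after 30 min.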
TSHR antag: Antagonists of the Thyroid Stimulating Hormone Receptor: HTS campaign | Thyrotropin receptor (Homo sapiens), P16473 | TSHR-expressing cells, TSH-stimulated cAMP HTRF, 2 h; hits give low values | activity change, negative = inhibition, % at 11.5 µM | 330,000 tested, 0.2% active;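 active = activity change below a set negative limit, meaning inhibition stronger than a set level, cut at about -70% in these data; inconclusive = activity change between two set negative limits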; note: % is set by controls: 0 for no effect and ±100 for the full control effect
Target sequence (P16473 whole entry, looked up): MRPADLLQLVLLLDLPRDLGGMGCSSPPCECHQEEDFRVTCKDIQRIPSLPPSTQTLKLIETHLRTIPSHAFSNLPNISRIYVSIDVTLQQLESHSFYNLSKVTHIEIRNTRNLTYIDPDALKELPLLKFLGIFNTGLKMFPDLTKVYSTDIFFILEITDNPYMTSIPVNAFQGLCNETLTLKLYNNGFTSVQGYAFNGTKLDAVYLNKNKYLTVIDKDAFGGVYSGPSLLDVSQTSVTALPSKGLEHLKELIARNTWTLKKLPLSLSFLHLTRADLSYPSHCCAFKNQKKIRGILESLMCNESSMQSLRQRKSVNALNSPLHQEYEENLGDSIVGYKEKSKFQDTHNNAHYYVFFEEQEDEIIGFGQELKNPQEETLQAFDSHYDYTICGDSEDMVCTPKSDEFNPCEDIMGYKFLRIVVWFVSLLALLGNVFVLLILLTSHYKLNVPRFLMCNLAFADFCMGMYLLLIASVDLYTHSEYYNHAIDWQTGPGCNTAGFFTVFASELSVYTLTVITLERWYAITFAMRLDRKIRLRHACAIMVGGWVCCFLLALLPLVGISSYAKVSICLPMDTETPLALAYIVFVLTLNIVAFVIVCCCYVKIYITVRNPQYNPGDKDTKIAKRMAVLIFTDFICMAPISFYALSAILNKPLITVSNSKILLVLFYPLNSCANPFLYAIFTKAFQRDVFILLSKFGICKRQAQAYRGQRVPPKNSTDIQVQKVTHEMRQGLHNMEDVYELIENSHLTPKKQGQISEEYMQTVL
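Inhibition of cAMP made by TSHR-expressing cells under TSH stimulation (4nM final, EC80; 2 h, 37 deg C) is quantified with a one-step lysis HTRF kit, anti-cAMP cryptate versus cAMP-d2.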
Tb PFK block: qHTS Assay to Find Inhibitors of T. brucei phosphofructokinase | 330,000 tested, 0.17% active | T. brucei PFK, ADP-Glo luminescence | Potency, µM (highest dose often 57.5 µM), for the others: top-dose activity, negative = inhibition, most hits filed as inhibitors;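 note: potency is the fitted concentration of half-maximal effect; 0% = uninhibited 1x PFK enzyme wells and -100% = no-enzyme wells; nearly all actives have a fitted effect of over 60% in size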
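In TEA buffer at pH 8.0 with 5 mM MgCl2, enzyme (1.25 nM) converted F6P (0.5 mM) and ATP (0.1 mM) for 45 min at room temperature. ADP product was read by luciferase luminescence.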
Chronic BCR inh: qHTS Assay to Find Inhibitors of Chronic Active B-Cell Receptor Signaling. ABC-DLBCL IkBa-CBG/CBR reporter, luminescence ratio, 4 h. Potency, µM (top dose mostly 46.1 µM), inactives show top-dose ratio change, negative = lower green/red ratio, actives largely listed as inhibitors. 340,000 tested, 0.05% active; active = well fitted inhibition curve with a large enough effect in the signal ratio, with a control signal flat, not every such curve was filed as active; inconclusive = small, poorly fitted or top-dose-only effect, or effect the other way, or a change in a side signal; the % refers to the signal ratio;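 note: potency is the fitted concentration of half-maximal effect; plate controls were basal doxycycline-induced cells for no effect and cells given 10 µM MG132 for full effect; MG132 reads +100%, hits lower the ratio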
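TMD8 human ABC-DLBCL cells with doxycycline-inducible IκBα–green luciferase fusion and unfused red luciferase, in 0.5% FBS medium; compounds up to 46 uM, 4 h at 37C. Green/red luminescence ratio, filter-overlap corrected, fitted to concentration-response curves.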
A-T KAP1 phos: qHTS Assay for Identifying a Potential Treatment of Ataxia-Telangiectasia. […] A-T fibroblasts, KAP-1 phosphorylation AlphaLISA; neocarzinostatin DNA damage 30 min before lysis. Potency, µM (top dose mostly 57.5 µM), inactives show top-dose activation, hits mostly activators. 320,000 tested, 0.19% active; note: potency is the fitted concentration of half-maximal effect; % of control where 0% means no effect; nearly all actives have a fitted effect of over 45% in size
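hTERT-immortalized A-T patient fibroblasts ([…]), 500 cells/well in OPTI-MEM, 1% FBS, got compounds for 60 min, then NCS for 30 min at 37C. Lysates were then assayed for phospho-KAP-1 by AlphaLISA (anti-pKAP1 donor, anti-KAP1 acceptor beads), 6 hr at 25C.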
PTAP TSG101 blk: qHTS Assay for Iinhibitors of HIV-1 Budding by Blocking the Interaction of PTAP/TSG101; Tumor susceptibility gene 101 protein (Homo sapiens), Q99816; Fluorescence polarization, FITC-PTAP peptide / Tsg101 binding; Potency, µM (doses to about 115 µM), for inactives: top-dose activity change, negative = inhibition, usual class: inhibitors; 340,000 tested, under 10 active; active = well fitted inhibition curve with a large enough effect in the main read-out, with a control signal flat, not every such curve was filed as active; inconclusive = small, poorly fitted or top-dose-only effect, or effect the other way, or a change in a side signal; inactive = no such curve, though single readings can be large or run the other way; note: potency is the fitted concentration of half-maximal effect; % of control where 0% means no effect
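FP read-out: FITC-PTAP peptide, 50 nM final, binding Tsg101 binding domain, 10 uM final; 20 min, r.t.; 10 mM HEPES pH 7.5, 0.15 M NaCl, 0.01% Tween 20, 3 mM EDTA, 0.1 mM TCEP.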
* marks the source's active call; other numbers are inactive results; ? = inconclusive; · = not tested or not shown; [ ] = remark or other dose. Unless noted, calls come from the whole dose curve; as a rule, active = well fitted curve in the direction sought with a large enough effect; inconclusive = small, poorly fitted or top-dose-only effect, or another doubt; inactive = no such curve, though single readings can be large; an effect the other way counts as inactive or inconclusive.

SMILES	TCR activator	S-ASM inh	Integrin act MD	Mito fusion act	Eya2 phos inh	ELG1 repair inh	TSHR antag	Tb PFK block	Chronic BCR inh	A-T KAP1 phos	PTAP TSG101 blk
COc1cccc(NC(=O)c2ccc[n+](C)c2)c1	-1%	-1%	-19%	9%	9%	-8%	17	-11%	5%	37%	-1%
COC(=O)c1c(SCc2ccc(C#N)cc2)nc(=O)[nH]c1C	6%	0%	9%	2%	-4%	-5%	-1	7%	-10%	0%	-2%
Cc1c(OC(C)C(=O)NCc2ccncc2)ccc2c3c(c(=O)oc12)CCC3 (configuration not stated)	2%	·	-4%	-2%	-4%	2%	-7	3%	-19%	1%	-7%
CN(C)c1ccnc(SCc2ccccc2Cl)c1C#N	·	-13%	-20%	?	9%	?	-12	2%	?	13%	·
COc1ccc(N(CC(=O)Nc2c(C)n(C)n(-c3ccccc3)c2=O)S(=O)(=O)c2ccc(C)cc2)cc1OC	-5%	3%	8%	5%	-5%	2%	-14	-2%	11%	5%	-6%
CCCSc1sc(C(=O)OC)c(-c2cccs2)c1C#N	8%	0%	-9%	8%	-12%	-2%	-11	-1%	?	1%	-4%
COc1ccc(CN2CCC(n3nccc3NC(=O)C3CC3)CC2)c(OC)c1OC	-18%	4%	-25%	4%	8%	-7%	-6	-4%	·	3%	-7%
O=C(O)c1ccc(S(=O)(=O)/N=C2\C=C(Nc3ccccc3F)C(=O)c3ccccc32)cc1	5%	13%	?	-61%[inhibitor]	-15%	?	?	4%	?	1%	-7%
Cc1ccc(NC(=O)Cn2nnc(C(=O)NCc3ccco3)c2N)cc1	4%	0%	-23%	0%	-11%	-1%	10	-1%	16%	2%	-7%
C(=N\n1cnnc1)/c1cccc(Oc2ccccc2)c1	0%	-6%	-8%	0%	-4%	1%	-6	0%	-7%	1%	-8%
OC[C@@H](O)[C@H](O)C(/C=N/Nc1ccccc1)=N\Nc1ccccc1	-1%	5%	-2%	-11%	-12%	9%	0	1%	?	4%	-2%
Cc1noc(C)c1COc1ccc(C(=O)NCCc2ccc(S(N)(=O)=O)cc2)cc1	11%	5%	?	2%	-22%	-5%	·	-3%	-1%	2%	1%
CCCCCCCCCC(=O)N/N=C(\C)c1cccnc1	0%[46.1 µM]	-3%	-37%	19%	-12%	?	-10	-14%	-15%	-7%	44%[activator]
Cc1ccc(C2CC(=O)C(C=NCCN3CCN(CC(=O)Nc4cc(C)cc(C)c4)CC3)=C(O)C2)cc1 (configuration not stated)	-1%	0%	-27%	0%	-4%	3%	3	-12%	-4%	-4%	3%
CN1CCN(CCCNC(=O)C2CC(=O)N(C3CCCCC3)C2)CC1 (configuration not stated)	-58%	5%	-12%	-5%	6%	8%	-3	2%	8%	-12%	-1%
CCc1nnc(NC(=O)CCC(=O)N2CCN(S(=O)(=O)c3ccc(OC)cc3)CC2)s1	-5%	3%	37%	6%	9%	13%	-3	0%	-5%	1%	-1%
CC1(c2cccc3ccccc23)NC(=O)N(CC(=O)NC2CCS(=O)(=O)C2)C1=O (configuration not stated)	-1%[46.1 µM]	5%	-6%	-2%	0%	25%	7	-7%	-20%	0%	-12%
O=C(C1Cc2ccccc2CN1S(=O)(=O)c1cccs1)N1CCCCCC1 (configuration not stated)	-2%	-2%	-15%	10%	1%	-11%	3	-3%	?	5%	1%
O=C(c1ccco1)N1CCN(Cc2nc(Cc3ccccc3)no2)CC1	4%	9%	6%	5%	?	12%	26	-6%	?	3%	-1%
O=C(CCc1ccccc1)N1CCCC(Nc2ccc(F)cc2)C1 (configuration not stated)	0%	2%	0%	6%	5%	-13%	-6	1%	0%	8%	1%
Cc1ccc(C)c(OCCC(=O)OCC(=O)Nc2ccc(Cl)cn2)c1	-15%	7%	-10%	-11%	3%	9%	6	7%	-2%	-3%	-2%
CC1CCCCC1NC(=O)COC(=O)c1ccc(S(=O)(=O)N2CCOCC2)cc1 (configuration not stated)	3%	2%	12%	3%	7%	-2%	-4	-3%	-1%	5%	0%
C[C@]12c3[nH]c4cc(-c5ccco5)ccc4c3CCN1C(=O)[C@@H](CC(=O)NCCCn1ccnc1)C[C@@H]2C(=O)N1CCCCC1	8%[46.1 µM]	2%	-15%	·	6%	-1%	-5	-1%	-9%	-19%	-1%
CCCCN(CCCC)C(=O)c1nsnc1-c1ccccc1O	·	-2%	-8%[7.66 µM]	1%	-28%	-3%	-2	-9%	-16%	-1%	-4%
CCCC[C@]12Cc3cc(OC)c(OC)cc3C(O1)C1=C(O2)C(=O)c2ccccc2C1=O	·	·	·	-4%[9.22 µM]	-11%[15.4 µM]	·	·	-4%[11.5 µM]	18%[9.22 µM]	-8%[11.5 µM]	·
Nc1nc(Nc2cccc(Cl)c2)nc(NCc2ccco2)c1[N+](=O)[O-]	2%	?	-51%[inhibitor]	?	5%	-17%	1	2%	8%	0%	-6%
Cc1ccc(S(=O)(=O)CCC(=O)OCC(=O)N2CCc3ccccc32)cc1	-2%	2%	0%	9%	5%	19%	21	-1%	?	8%	-7%
CC(=O)c1nc(N2C(=O)CC(Cc3cccc(C)c3)C2=O)sc1C (configuration not stated)	-5%	1%	14%	1%	4%	-10%	43	2%	5%	-8%	-11%
Cc1ccc(N2C(=O)C(Cc3ccccc3)NC2=S)cc1 (configuration not stated)	-2%	1%	-3%	-6%	7%	2%	-3	5%	-1%	-2%	-2%
CCOc1ccc(-n2nnc3c(=O)n(CC(=O)N4CCCc5ccccc54)cnc32)cc1	2%[46.1 µM]	-1%	4%	-5%	-4%	21%	-1	4%	4%	1%	3%
COC(CNC(=O)c1ccc2c(=O)n(Cc3ccc4c(c3)OCO4)c(=S)[nH]c2c1)OC	5%	2%	?	7%	4%	?	-4	1%	2%	20%	-7%
O=C(O)c1cc(N/N=C/c2ccc(-c3ccccc3)cc2)ccc1Cl	-4%	13%	?	12%	9%	?	-13	2%	?	10%	-4%
O=C(CSc1nnc(-c2cccnc2)n1Cc1ccco1)N1c2ccccc2Sc2ccccc21	5%	3%	-34%[inhibitor]	-2%	9%	?	0	-2%	?	10%	-10%
COc1ccc(CCC(=O)Nc2ccc(Br)cn2)cc1	·	-1%	-20%	1%	2%	-11%	8	3%	4%	1%	·
Cc1ccccc1OCC(=O)NNC(=O)CCc1ccccc1	-7%	2%	10%	2%	-1%	-1%	-14	3%	0%	3%	-3%
CSc1nsc(SCC(=O)Nc2ccc(C(N)=O)cc2)n1	0%	-2%	2%	1%	10%	?	7	3%	-13%	2%	-14%
COc1ccc(Cl)cc1Nc1ncnc2sc(C)c(S(=O)(=O)N3CCC(C)CC3)c12	4%[46.1 µM]	-10%	7%	11%	16%	-21%	-12	0%	0%	4%	-2%
CCN=C1SC(CC(=O)NC2CCCCC2)C(=O)N1CC (configuration not stated)	0%	1%	7%[7.66 µM]	-8%	13%	27%	-1	-8%	8%	0%	-4%
C[C@H](NC(=O)Nc1ccc2c(c1)OCCO2)C(=O)O	1%	4%	3%	0%	-10%	0%	-2	1%	0%	-4%	-6%
CNC(=O)NC(=O)COC(=O)c1cccc(S(=O)(=O)N2CC3(C)CC2CC(C)(C)C3)c1 (configuration not stated)	2%	·	6%	-14%	-10%	12%	-5	-5%	3%	-5%	-13%
O=C(c1ccc(Br)s1)N1CCN(Cc2ccc3c(c2)OCO3)CC1	-1%	3%	47%	24%	-1%	?	-9	0%	0%	3%	-4%
COc1ccccc1CN(Cc1cccnc1)S(=O)(=O)c1ccc(-n2cnnn2)c(OC)c1	2%	3%	9%	-1%	2%	-2%	-5	0%	-1%	6%	-4%
